Screens as filed in PubChem.
ERG Ets-DNA blk: inhibitors of human ERG Ets domain-DNA interaction; fluorescence polarization, His-ERG Ets domain / labelled DNA; Potency, µM (top dose mostly 76.9 µM), for inactives: at the highest dose FP activity, negative = inhibition, most hits filed as inhibitors; 0.028% of 370,000 active; AID 624246; active = well fitted inhibition curve with a large enough effect in the polarisation, with a control signal flat; inconclusive = small, poorly fitted or top-dose-only effect, or effect the other way, or a change in a side signal; inactive = no such curve, though single readings can be large or run the other way; the % refers to the polarisation;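 note: polarization taken with two DNA probes labelled with fluorescein and Texas red; potency is the fitted concentration of half-maximal effect; % of control where 0% means no effect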
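His-tagged ERG Ets domain (1 uM in the protein solution; 300mM KCl, 50mM Tris-HCl, 1mM EDTA, 1mM DTT, pH 7.5) received compound, then a probe mix of 5 nM fluorescein-DNA and 100nM Texas-615-DNA. Fluorescence polarization was read for both dyes.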
APE1 inh: inhibitors of human APE1 endonuclease; 0.35% of 350,000 active; P27695; Potency, µM (series often up to 65.8 µM), for the others: at the highest dose activity change, negative = inhibition, hits mostly inhibitors; recombinant APE1, TAMRA/BHQ-2 abasic DNA cleavage fluorescence;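 note: potency is the fitted concentration of half-maximal effect; plate controls were vehicle for no effect and reference inhibitor for full effect; nearly all actives have a fitted effect of over 55% in size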
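Compound pre-exposure to 0.75 nM APE1, 15 min at ambient temperature. Reaction initiated with 50 nM TAMRA/BHQ-2 THF substrate, read immediately in kinetic mode, 525 nm excitation, 598 nm emission.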
Pol beta inh: inhibitors of human DNA polymerase beta. P06746. Pol beta primer extension/strand displacement, fluorescence kinetic. Potency, µM (titrated, usually from 114 µM), without a hit: at the top dose activity change, negative = inhibition, most hits filed as inhibitors. 1.3% of 340,000 active; note: potency is the fitted concentration of half-maximal effect; % is set by controls: 0 for no effect and ±100 for the full control effect
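Pol beta (10 nM) was preincubated with compound for 15 min at room temperature. The reaction was then started with 50 nM substrate and read immediately and after a further 10 min at room temperature.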
ALOX12 inh: inhibitors of human 12S-lipoxygenase ALOX12. P18054. purified 12hLO, xylenol orange hydroperoxide absorbance. Potency, µM (top dose mostly 108 µM), for the others: at the top dose activity change, negative = inhibition, actives largely listed as inhibitors. 1.1% of 580,000 active. AID 1671190; note: potency is the fitted concentration of half-maximal effect; % is set by controls: 0 for no effect and ±100 for the full control effect
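Purified human 12hLO at 150 nM in 25 mM Hepes, 0.01% Triton X-100, pH 7.0, preincubated 15 min at room temperature with compound. Reaction started with 40 uM arachidonic acid, 30 min at room temperature. Hydroperoxide measured by Fe-xylenol orange, 573/405 nm absorbance ratio.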
Pol kappa inh: DNA polymerase kappa (human) inhibition; Potency, µM (top dose mostly 107 µM), inactives show at the highest dose activity, negative = inhibition, hits mostly inhibitors; purified Pol kappa, fluorescent DNA synthesis assay, 10 min; AID 588579; 0.53% of 400,000 active; note: potency is the fitted concentration of half-maximal effect; % is set by controls: 0 for no effect and ±100 for the full control effect
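10 nM Pol kappa was preincubated with compounds for 15 min at room temperature. Reaction started with 50 nM (final) substrate. Fluorescence read kinetically at 0 and 10 min.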
TRHR agonist: TRH receptor (human) agonism; P34981; TRHR cells, calcium flux fluo-8, FDSS agonist mode; activation, % at 2 µM; 0.18% of 360,000 active; in the data active = activation above about 30%; note: 0% is about no effect
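Steps: seed TRHR cells overnight; add fluo-8 no-wash Ca dye, RT 30 min–1.5 h; record 10 s baseline; pin-transfer compounds; monitor fluorescence 1 cycle/s for the agonist window. Calcium increases flag candidate agonists.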
POLI inh: DNA polymerase iota (human) inhibition; Q9UNA4; Pol iota fluorescent replication assay, 10 min; Potency, µM (series often up to 115 µM), for the others: at the highest dose activity, negative = inhibition, hits mostly inhibitors; 1% of 390,000 active; AID 588590; note: potency is the fitted concentration of half-maximal effect
Target sequence (Q9UNA4 whole entry, looked up): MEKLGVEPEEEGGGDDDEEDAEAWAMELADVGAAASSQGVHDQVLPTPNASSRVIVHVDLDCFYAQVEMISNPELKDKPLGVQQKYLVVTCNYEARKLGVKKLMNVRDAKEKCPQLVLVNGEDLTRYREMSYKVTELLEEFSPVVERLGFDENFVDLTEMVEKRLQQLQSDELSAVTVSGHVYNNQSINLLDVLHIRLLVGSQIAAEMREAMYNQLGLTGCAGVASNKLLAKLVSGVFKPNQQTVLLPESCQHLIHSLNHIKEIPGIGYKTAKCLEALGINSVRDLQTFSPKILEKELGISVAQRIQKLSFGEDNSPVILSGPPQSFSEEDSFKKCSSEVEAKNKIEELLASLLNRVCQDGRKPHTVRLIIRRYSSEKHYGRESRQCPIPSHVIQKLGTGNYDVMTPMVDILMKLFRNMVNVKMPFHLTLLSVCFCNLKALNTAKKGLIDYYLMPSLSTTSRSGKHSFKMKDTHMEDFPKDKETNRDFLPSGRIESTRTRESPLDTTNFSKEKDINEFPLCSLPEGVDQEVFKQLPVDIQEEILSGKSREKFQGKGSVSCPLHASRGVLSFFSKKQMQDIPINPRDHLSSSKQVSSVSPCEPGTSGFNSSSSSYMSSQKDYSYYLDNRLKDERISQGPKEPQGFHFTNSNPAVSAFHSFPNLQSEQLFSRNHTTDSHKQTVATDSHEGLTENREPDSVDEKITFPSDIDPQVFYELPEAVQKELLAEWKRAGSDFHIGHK
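Pol iota at 10 nM preincubated 15 min with compounds at room temperature; reaction started with fluorescent substrate, 50 nM final. Fluorescence read kinetically at 0 and 10 min; buffer-only wells as negative control.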
Apoferritin bind: candidate novel general anesthetic via apoferritin binding; Potency, µM (doses to about 77.5 µM), inactives show at the top dose activity change, negative = displacement, most hits filed as inhibitors; 0.074% of 350,000 active; P02791; apoferritin/1-aminoanthracene competitive binding, fluorescence; note: potency is the fitted concentration of half-maximal effect; % is set by controls: 0 for no effect and ±100 for the full control effect; nearly all actives have a fitted effect of over 20% in size
Target sequence (P02791 2-175 limits assumed): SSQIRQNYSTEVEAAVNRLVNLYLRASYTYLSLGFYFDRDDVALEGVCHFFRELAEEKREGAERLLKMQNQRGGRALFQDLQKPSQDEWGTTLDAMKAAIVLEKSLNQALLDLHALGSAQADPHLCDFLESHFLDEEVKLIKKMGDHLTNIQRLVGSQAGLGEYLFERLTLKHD
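Horse-spleen apoferritin (10 uM) in 50% saturated 1-aminoanthracene in PBS was incubated 10 min at room temperature with compound. Fluorescence (ex 380, em 535 nm) was normalized to free and bound 1-AMA, with concentration-response fitted by a four-parameter Hill equation.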
BLM inh: Bloom syndrome helicase (human) inhibition. P54132. recombinant BLM DNA unwinding, fluorescence dequenching. Potency, µM (doses to about 56.1 µM), for the others: at the highest dose activity change, negative = inhibition, most hits filed as inhibitors. 0.2% of 350,000 active. AID 2528;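 note: potency is the fitted concentration of half-maximal effect; plate controls were vehicle for no effect and no enzyme for full effect; nearly all actives have a fitted effect of over 35% in size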
* marks the source's active call; other numbers are inactive results; ? = inconclusive; . = not tested or not shown; & = joins results of further samples; [ ] = another dose, or the depositor's remark. Unless noted, calls come from the whole dose curve; as a rule, active = well fitted curve in the direction sought with a large enough effect; inconclusive = small, poorly fitted or top-dose-only effect, or another doubt; inactive = no such curve, though single readings can be large; an effect the other way counts as inactive or inconclusive. The list is partial. The share of hits here may be higher or lower than overall.

SMILES	ERG Ets-DNA blk	APE1 inh	Pol beta inh	ALOX12 inh	Pol kappa inh	TRHR agonist	POLI inh	Apoferritin bind	BLM inh
CN(Cc1ccccc1)CC(O)COc1ccc(CNCc2nccn2C)cc1 (stereo not drawn)	-2%	16%	7%	10%	-5%	-1.4	34%[activator]	-9%	-10%
CCC(C)(C)C1CCC2(CC1)NC(=O)N(CC(=O)NCCc1ccc(OC)c(OC)c1)C2=O (stereo not drawn)	.	7%	.	?	-6%	-0.2	29%	.	.
Cc1nc2ccccc2c(=O)n1NC(=O)c1ccccc1[N+](=O)[O-]	-1%	15%	2%	-3%	6%	0.2	109%[activator]	-5%	-1%
O=S(=O)(Nc1cccnc1)c1cccc(Cl)c1	1%	1%	0%	1%	-8%	-0.2	23%	-9%	-6%
CN1CCC(N(C)S(=O)(=O)c2ccc(C(C)(C)C)cc2)CC1	3%	-2%	23%	0%	-10%	0.5	-23%	3%	1%
COc1ccc(S(=O)Cc2ccc(C(=O)N3CCN(C(=O)c4ccco4)CC3)o2)cc1 (stereo not drawn)	13%	46%[activator]	0%	3%	8%	0.2	47%[activator]	-2%	2%
COc1ccc(CN2CC(C(=O)NCCCN3CCOCC3)CC2=O)cc1 (stereo not drawn)	-13%	-3%	28%	6%	-9%	2.5	-3%	-5%	1%
O=C(Nc1cccc(S(=O)(=O)N2CCOCC2)c1)c1cn(-c2ccccc2)nc1-c1ccccc1	18%	-2%	-14%	0%	-5%	1.6	20%	4%	-6%
O=C(COC(=O)c1ccc2c(c1)OCCO2)Nc1ccc(F)cc1	-8%	6%	.	10%	-17%	0.5	1%	.	.
Cc1ccc(C(=O)NC2CC3CCC(C2)N3Cc2ccco2)cc1 (stereo not drawn)	-2%	-1%	0%	5%	-13%	-0.5	26%	-1%	4%
N#Cc1ccc(OCC(=O)NCC2COc3ccccc3O2)cc1 (stereo not drawn)	-5%	12%	.	-5%	-7%	0.0	12%	.	.
O=C(CN(Cc1ccco1)C(=O)c1ccc([N+](=O)[O-])cc1)Nc1ccccc1C(F)(F)F	8%	-5%	.	?	-13%	-0.5	-29%	.	.
CN(CC(=O)Nc1ccccc1Br)C(=O)CNC(=O)c1ccco1	8%	4%	.	2%	-11%	0.1	33%[activator]	.	.
CC(=O)c1cccc(CN2CCN(CC(C)C)C(CCO)C2)c1 (stereo not drawn)	-10%	3%	-13%	-10%	4%[60.1 µM]	-0.1	-18%	-8%	-2%
COc1ccc(C(=O)NC(C)(C)C)cc1S(=O)(=O)N1CCCC1	-6%	8%	0%	0%	-4%	0.6	10%	-13%	-4%
Cc1c(C(c2ccc(C(=O)O)cc2)c2c(C)n(C)n(-c3ccccc3)c2=O)c(=O)n(-c2ccccc2)n1C	2%	23%	-1%	?	0%	-0.5	74%[activator]	2%	1%
C/C(=N\OC(=O)c1cccc(Cl)c1)c1sc(C)nc1C	5%	3%	3%	13%	-2%	0.4	-3%	-8%	-17%
O=C(NCC1CCCN1S(=O)(=O)c1cccs1)c1c(F)cccc1F (stereo not drawn)	14%	-11%	.	?	0%	0.3	20%	.	.
CCOc1ccc(CCNC(=O)c2cc(C)nn2-c2ccccc2)cc1	21%	0%	43%	25%	-6%	-0.1	-7%	-2%	-6%
CCOC(=O)c1sc(Nc2cccc(Cl)c2)nc1C	3%	0%	6%	0%	-11%	0.8	44%[activator]	?	-17%

Ordered by molecular weight (highest first): part of the list above.
SMILES	ERG Ets-DNA blk	APE1 inh	Pol beta inh	ALOX12 inh	Pol kappa inh	TRHR agonist	POLI inh	Apoferritin bind	BLM inh
O=C(CN(Cc1ccco1)C(=O)c1ccc([N+](=O)[O-])cc1)Nc1ccccc1C(F)(F)F	8%	-5%	.	?	-13%	-0.5	-29%	.	.
CN(Cc1ccccc1)CC(O)COc1ccc(CNCc2nccn2C)cc1 (stereo not drawn)	-2%	16%	7%	10%	-5%	-1.4	34%[activator]	-9%	-10%
O=C(NCC1CCCN1S(=O)(=O)c1cccs1)c1c(F)cccc1F (stereo not drawn)	14%	-11%	.	?	0%	0.3	20%	.	.

Carrying on:
SMILES	ERG Ets-DNA blk	APE1 inh	Pol beta inh	ALOX12 inh	Pol kappa inh	TRHR agonist	POLI inh	Apoferritin bind	BLM inh
COc1ccc(CN2CCc3cc(OC)c(OC)cc3C2)cc1O	2%	9%	50%	?	-8%	0.3	-9%	-3%	1%
CCNc1nc(NC(C)C)nc(N(C#N)Cc2ccccc2)n1	-2%	14%	4%	8%	-6%	-0.7	-4%	-16%	-9%
Cc1c(CN2CCC(CO)(CC3CCCCO3)CC2)cnn1C (stereo not drawn)	-6%	1%	-8%	4%	-15%	1.4	74%[activator]	-4%	-3%
Cc1ccc(C)c(S(=O)(=O)N2CCN(CC(=O)Nc3ccc4c(c3)OCCO4)CC2)c1	-3%	1%	20%	-3%	-10%	0.3	21%	-9%	0%
Cc1cc(OCC(=O)NC(Cc2ccc(Cl)cc2)C(=O)O)c2c(C)cc(=O)oc2c1 (stereo not drawn)	-14%	7%	21%	0%	-9%	-0.5	7%	-5%	-1%
NC(=O)CC(NC(=O)c1ccc(Br)cc1)c1ccc(NCc2ccc(F)cc2)c([N+](=O)[O-])c1 (stereo not drawn)	-4%	-2%	24%	?	4%	-0.4	27%	-17%	-1%
CCOC(=O)CNC(=O)C(CO)NC(=O)OCc1ccccc1 (stereo not drawn)	-8%	-5%	10%	-25%	-7%	-0.1	10%	-3%	4%
N#Cc1c(Cl)nc(-c2ccncc2)nc1-c1ccccc1	1%	-1%	7%	-7%	-12%	0.1	?	3%	-9%
CCCN(CCC)CCCNc1ccc2nnc(-c3ccc(F)cc3)n2n1	1%	1%	?	?	-24%	0.4	-5%	-4%	92%[activator]
Cc1cc(NC(=O)Nc2ccc(N(C)C)cc2)c2cc(F)cc(F)c2n1	.	?	.	?	8%[60.1 µM]	.	.	0%	-5%&-12%
CCOc1ccc2nc(NC(=O)Cc3cccs3)sc2c1	?	-4%	-4%	.	-17%	0.6	-17%	-24%	-4%
COC(=O)CN1C(=O)Nc2ccc(Cl)cc2C1c1ccccc1 (stereo not drawn)	-6%	76%[activator]	1%	10%	-6%	0.5	5%	3%	-5%
Cc1ccc(NC(=O)CSc2nnc(C3CCCCC3)n2N)cc1F	-2%	-3%	9%	0%	-7%	2.0	8%	?	-2%
Cn1c(=O)c2[nH]c(C3CCC3)nc2n(C)c1=O	-2%	.	.	11%	-9%	.	-7%	.	.
Oc1ccc(/C=N\Nc2nncc(-c3ccccc3)n2)cc1	1%	17%	10%	6%	-28%	-1.2	6%	4%	-2%
O=C(Nc1nnc(-c2ccccc2)s1)c1ccccc1F	19%	20%	4%	39%[activator]	-8%	3.2	-5%	-13%	-3%
Nc1cc(=O)[nH]c(SCC(=O)Nc2ccc(Cl)c(Cl)c2)n1	0%	2%	2%	-11%	-7%	-0.5	12%	-13%	-1%
CCOC(=O)C1=C(C)NC(=S)N(C=O)C1c1ccccc1 (stereo not drawn)	1%	-2%	0%	-10%	-4%	-2.0	11%	-18%	-6%
Cc1cc(C)c(S(=O)(=O)NC2CC3CCC2C3)c(C)c1 (stereo not drawn)	9%	-5%	-12%	11%	-11%	0.0	-8%	?	-7%
Cc1c(C(=O)N(C)Cc2ccccc2)sc2nc(-c3ccc(F)cc3)cn12	-4%	.	1%	8%	-6%[60.1 µM]	0.3	3%	35%[activator]	-1%
COCCC(=O)NNS(=O)(=O)c1ccc(Cl)cc1	-5%	3%	15%	-15%	-1%	0.2	18%	-4%	0%
O=C(COc1cccc2cccnc12)N/N=C1\SCC(=O)N1Cc1ccco1	-1%	?	?	346%[activator]	-3%	-0.1	?	-3%	-10%
O=C(Nc1cccc(F)c1)N1CC2(CCN(C(=O)c3csnn3)CC2)C1	.	13%	.	-5%[57.4 µM]	-1%[60.1 µM]	.	.	.	6%
CN1CCSc2ccc(C(=O)NCc3cccc(Br)c3)cc21	14%	42%[activator]	-12%	-20%	-4%	-0.4	2%	194%[activator]	-5%
COc1ccccc1N/C(N)=N/c1nc(C)cc(C)n1	-12%	-8%	-1%	-3%	19%	-0.2	26%	-7%	12%
CCCCNS(=O)(=O)c1ccc2nc(SCC(=O)Nc3ccccc3Cl)[nH]c2c1	-1%	-4%	0%[57.1 µM]	?	-7%	0.9	-8%	-13%	-6%
O=C(COc1ccc(-n2cnnn2)cc1)Nc1ccc(F)cc1	-2%	20%	.	106%[activator]	-14%	.	17%	.	.
Cc1noc2ncnc(Oc3ccc(C(C)(C)C)cc3)c12	0%	2%	15%	-2%	8%	0.1	-22%	-6%	-5%
O=C1COc2ccc(OCc3ccc(F)cc3)cc21	-4%	0%	15%	8%	-2%	0.7	-7%[58.9 µM]	?	-2%
O=C(COc1cccc2ccccc12)NCc1cccnc1	11%	-3%	10%	5%	1%	-0.4	90%[activator]	-7%	2%
CC1CN(Cc2ccccc2)C(C)CC1O (stereo not drawn)	2%	-1%	-10%	0%	-2%	1.2	69%[activator]	-2%	4%
CSc1ccc(CCNC(=O)CCc2nnc3ccc(N4CCC5(CC4)OCCO5)nn23)cc1	5%	4%	-14%	0%	0%	-0.1	9%	-7%	-2%
